High-throughput results: PubChem BioAssay, several laboratories
RT RNaseH block – blocks HIV-1 RNase H cleavage of RNA/DNA duplex. inhibition, % at 10 µM. P04585. 65,000 compounds, 1.9% hits. AID 565. RT-RNase H RNA/DNA duplex cleavage, fluorescence; in the data active = inhibition above about 50%
RmlC RmlD mix – mixture blocks RmlC and RmlD coupled enzyme activity; inhibition, % at 5.5 µM; 110,000 compounds, 0.39% hits; RmlC/RmlD coupled enzyme inhibition, 384-well mixture HTS; AID 1532; in the data active = inhibition above about 30%, passing the limit was not always enough; inconclusive = no clear call, values can overlap the other calls; also: strong numbers were not always called active
The depositor's hits bear a star; ? = inconclusive; nt = no result given. This is a subset; rates above refer to the full screens.

Under each structure – RT RNaseH block | RmlC RmlD mix
> Cc1ccc2[nH]c(=O)c(CN(CCCO)S(=O)(=O)c3c(C)ccc4nsnc34)cc2c1
→ -13 | -61
> Cn1c(SCC(=O)Nc2sc3c(c2C#N)CCC3)nnc1C1COc2ccccc2O1 (stereo not given)
→ 24 | 6
> CC1=NN(C(=O)c2ccc(Cn3nc(C)c([N+](=O)[O-])c3C)cc2)C(O)(C(F)(F)F)C1 (stereo not given)
→ nt | 11
> CC(=O)N1CCc2ccc(C(=O)CN3CCN(c4cccc(C)c4C)CC3)cc21
→ 8 | -7
> CC(C)Oc1ccc(C(CC(=O)O)NC(=O)C2CCCCC2)cc1 (stereo not given)
→ -3 | 6
> CC12C(=O)N(c3cccc(OC(=O)c4ccco4)c3)C(=O)C1C1c3ccccc3C2c2ccccc21 (stereo not given)
→ nt | 3
> CC(Oc1ccc(Cl)cc1Cl)C(=O)NCCN1CCOCC1 (stereo not given)
→ -14 | 10
> COc1ccc(N(C(C)C(=O)N/N=C/c2ccc(OC(C)C)cc2)S(C)(=O)=O)cc1 (stereo not given)
→ nt | -10
> O=C(OCn1nnc2ccccc2c1=O)c1ccc2ncsc2c1
→ -41 | 13
> CS(=O)(=O)N(CCc1ccccc1)CC(=O)NCc1ccccn1
→ -2 | 4
> N#CC(C(=O)c1ccc(S(=O)(=O)N2CCCCCC2)cc1)c1nc2ccccc2[nH]1 (stereo not given)
→ -18 | -12
> CCOc1ccccc1-n1c(SCC(=O)NC2CCCC2)nnc1-c1ccoc1C
→ -6 | -5
> COc1cc(C(=O)Oc2ccccc2/C=N/NC(=O)c2ccc(Cl)cc2Cl)cc(OC)c1OC
→ nt | 9
> Cn1nc(-c2ccc(N3CCOCC3)c(NC(=O)c3ccccc3)c2)c2ccccc2c1=O
→ -17 | nt
> CCN(CC)CCNC(=O)C1c2ccccc2C(=O)N(C)C1c1cn(C)c2ccccc12 (stereo not given)
→ 1 | 7
> CCOC(=O)N1CCN(C(=O)c2ccc(CNS(=O)(=O)c3ccc(C)cc3)cc2)CC1
→ -15 | -2
> O=C(NCC1CCS(=O)(=O)C1)Oc1ccccc1 (stereo not given)
→ 6 | -13
> O=C(C1CCC(=O)N1Cc1ccccc1Cl)N1CCC2(CC1)OCCO2 (stereo not given)
→ nt | -9
> CCOC(=O)CC1C(=O)NCCN1S(=O)(=O)c1ccccc1Cl (stereo not given)
→ nt | -7
> O=c1c2ccccc2nc2n1CCS2
→ -18 | -11
> N#C/C(=C/c1ccc(Sc2nc3ccccc3[nH]2)o1)c1cccc(F)c1
→ nt | 8
> N#Cc1cc2cc3c(cc2nc1N1CCOCC1)OCO3
→ -4 | 47
> N#C/C(=C\c1cccs1)C(=O)NCC1CCCO1 (stereo not given)
→ nt | 3
> CC(=O)N1CCC(C(=O)Nc2ccccc2)(N(Cc2ccccc2)C(=O)c2cccnc2)CC1
→ 3 | 17
> COc1ccc(Cn2c(N)c(S(=O)(=O)c3cccs3)c3nc4ccccc4nc32)cc1
→ nt | -66
> CCNC(=S)NNC(=O)c1cc(-c2ccc(OCC)cc2)nc2ccccc12
→ nt | -24
> O=C(O)CCc1ccc(-c2ccccc2)n1Cc1ccco1
→ -2 | 6
> O=C(NCc1ccco1)c1cc2c(s1)CCCCC2
→ 0 | 7
> O=C(CSc1nnc(-c2ccco2)n1Cc1ccco1)Nc1ccccc1
→ nt | 13
> CCOC(=O)Cc1nnc(NC(=O)COc2ccc(OC)cc2)s1
→ nt | 5
> Cc1nc2ccccc2n1CCC(=O)Nc1cccc(F)c1
→ -10 | -33
> CN1CCN(C(=O)COc2ccc(C(C)(C)C)cc2Br)CC1
→ -4 | 6
> O=C1Nc2ccc(S(=O)(=O)N3CCCC3)c3cccc1c23
→ nt | -16
> CCSc1nnc(NC(=O)CSc2nnc(-c3c[nH]c4ccccc34)n2C)s1
→ -10 | -10
> O=C(Nc1nccs1)c1cccc(NC(=O)c2ccco2)c1
→ nt | -6
> COc1ccccc1-n1cnnc1SCC(=O)Nc1cc(C(C)(C)C)nn1-c1ccccc1
→ 3 | 2
> C=C(C)CSCc1nc2ccccc2[nH]1
→ -10 | 2
> Cc1ncc(CCl)c2c1OC(C)(C)OC2
→ nt | ?
> COc1ccc(-c2nc(CSCC(=O)N3CCC(C(N)=O)CC3)c(C)o2)cc1OC
→ -6 | -6
> CCCC(c1nnnn1CS(=O)(=O)c1ccc(C)cc1)N1CCN(c2ccc(F)cc2)CC1 (stereo not given)
→ -1 | -14
> N#Cc1c(-c2ccccc2)[nH]c(=S)[nH]c1=O
→ nt | -14
> Cc1ccc(C)c(SCc2noc(C(=O)NC(C)C)c2C(=O)O)c1
→ nt | 11
> CC(C)Oc1ccc(N2C(=O)c3ccccc3C2=O)cc1
→ nt | -1
> O=S(=O)(N/N=C1/CCCc2ccccc21)c1ccc(Br)cc1
→ nt | -20
> COC(=O)c1c(NC(=O)Cn2cc([N+](=O)[O-])cn2)sc2c1CCC2
→ nt | 0
> O=C1C2C3c4ccccc4C(c4ccccc43)C2C(=O)N1/N=C/c1cccc(O)c1 (stereo not given)
→ nt | 4
> COc1ccc(NC(C)=O)cc1NC(=O)CN1CCN(C2c3ccccc3-c3ccccc32)CC1
→ -20 | -17
> COc1ccc(C(=O)Nc2cc(C(=O)NCCc3ccccc3)ccc2Cl)cc1
→ nt | -15
> COc1ccc(OC)c(C(=O)CSc2nnc(-c3cccs3)o2)c1
→ -1 | -87
> Cc1ccc(S(=O)(=O)N2CCOCC2)cc1C(=O)NCc1ccco1
→ -1 | 4
> CCOC(=O)CC1C(=O)NCCN1Cc1cccc(OC)c1 (stereo not given)
→ 0 | 6
> O=C1c2c(O)cc(O)cc2O[C@@]12c1c(cc(O)c3c1O[C@H](c1ccc(O)cc1)[C@@H](O)C3)O[C@@H]2c1ccc(O)cc1
→ nt | -12
> CC(=O)c1cnc(Nc2nc(C)c3ccccc3n2)nc1C
→ -4 | nt
> COc1ccc(-c2cc(OC(=O)c3ccc(F)cc3)c3c(C)oc(C)c3c(=O)c2)cc1
→ nt | -8
> CCCSc1oc(-c2ccco2)nc1S(=O)(=O)c1ccccc1
→ -83 | -4
> O=C1CN(c2ccccc2Cl)C(=O)CN1c1ccccc1Cl
→ 4 | -10
> O=C(Nc1ccccn1)N1CCOCC1
→ -1 | -7
> N#Cc1ccc(CSc2nnc(NC(=O)CN3C(=O)C4CC=CCC4C3=O)s2)cc1 (stereo not given)
→ -8 | -10
> CN1CCN(C(=O)c2ccc(COc3ccc(Cl)cc3Cl)cc2)CC1
→ -5 | 6
> CCOC(=O)c1cc2sccc2n1CC(=O)OC
→ nt | -16

Further compounds follow.
Under each structure – RT RNaseH block | RmlC RmlD mix
> COc1ccc(C2C(C(C)=O)=C(C)Nc3ncnn32)cc1OC (stereo not given)
→ -6 | -16
> Cn1c(=O)c2cc(S(=O)(=O)NC(C(=O)NCc3ccccn3)c3ccccc3)ccc2n(C)c1=O (stereo not given)
→ nt | -5
> CC(C)(C)[C@@H]1C=C(C(=O)N2CCN(Cc3ccccc3)CC2)O[C@H](OCCCCO)C1
→ nt | -15
> O=C(NNC(=S)Nc1cccc2ccccc12)c1cccc(Br)c1
→ nt | -11
> COc1cc(CCCN2C(=S)NC[C@@H]2CC2CCCCC2)cc(OC)c1OC
→ nt | 3
> O=C(c1cccs1)N1CCC(N2CCN(c3ccccc3)CC2)CC1
→ 8 | -15
> COc1ccccc1OCc1nc2ccccc2[nH]1
→ -4 | -4
> CC(=O)Nc1ccc(/C=N/NC(=O)c2cc3cc(C)ccc3nc2C)cc1
→ nt | 14
> Cn1c(=O)[nH]c(=O)c2c1nc(N1CCN(c3ccccc3)CC1)n2CCSc1ncccn1
→ -12 | 4
> COC(=O)c1ccccc1NC(=O)C1CCCCC1C(=O)O (stereo not given)
→ -5 | -13
> N#CC(C(=O)NCc1ccco1)c1nc2ccccc2nc1N1CCOCC1 (stereo not given)
→ -5 | nt
> CC1(C)SC2c3ccccc3C(=O)N2[C@@H]1C(=O)NCc1ccco1 (stereo not given in full)
→ -5 | -7
> CCC1CCCCN1CCCNC(=O)COc1cc(=O)n(C)c2ccccc12 (stereo not given)
→ -4 | -9
> CCC(=O)OCCn1c(=O)c2cc3c(=O)n(CCOC(=O)CC)c(=O)c3cc2c1=O
→ -9 | -7
> c1ccc(-c2onc3c2CCCC3)cc1
→ nt | 1
> Cn1c(=O)c2c(nc(CN3CCC(C(N)=O)CC3)n2CCc2ccccc2)n(C)c1=O
→ -10 | -10
> CC(C)c1ccc(Nc2ncccc2C#N)cc1
→ nt | -10
> CCCOc1cc(C)c(S(=O)(=O)n2nnc3ccccc32)cc1C
→ nt | -29
> CN1CCN(c2ccccc2NC(=O)c2cc(Br)ccc2Cl)CC1
→ -5 | -3
> CCCCC(CC)C1OCC(CN2CCCC2)O1 (stereo not given)
→ nt | -12
> O=C1c2ccncc2C(=O)N1CO
→ -17 | 12
> Cc1cc(NC(CC(C)C)C(=O)O)nc(Cc2ccccc2)n1 (stereo not given)
→ -7 | 9
> Cc1ccc(C)c(N2CCN(C(c3ccc(N(C)C)cc3)c3nnnn3C(C)(C)C)CC2)c1 (stereo not given)
→ nt | -10
> O=P1(O)C=C(c2ccccc2)NC(c2ccccc2)=C1
→ -1 | 1
> O=C(O)CCCC(=O)Nc1cccc(C(F)(F)F)c1
→ -5 | 0
> CCc1ccc(N=CC2=C(O)CC(c3ccco3)CC2=O)cc1 (stereo not given)
→ nt | -7
> Cc1noc(/C=C/N(C)C)c1S(=O)(=O)N1CCCC(C(=O)NCCC2=CCCCC2)C1 (stereo not given)
→ -1 | nt
> O=c1c2ccccc2[nH]c(=S)n1-c1ccc2c(c1)OCO2
→ -8 | nt
> CCOC(=O)CSc1nc2ccccc2n1C(=O)OCC
→ -35 | 3
> CSc1nc2ccccc2n1CC(=O)Nc1ccccc1
→ -12 | 0
> Cc1c(/C=N/O)c2ccccc2n1C
→ nt | -7
> Cc1ccc(-c2noc(CNCCCN(C)C)n2)cc1
→ 0 | -8
> CCN(CC)C(=O)Cc1ccccc1
→ nt | 9
> O=C(c1cc2ccccn2n1)N1CCCC1
→ -9 | nt
> CCC(=O)Nc1cccc(NC(=O)CSc2nnc(C(C)C)n2CC)c1
→ -8 | 6
> O=C(CSCc1c(F)cccc1Cl)NCC1CCCO1 (stereo not given)
→ nt | -10
> O=C(O)COc1ccc(Cl)cc1CO
→ -3 | 8
> CCc1ccc(NC(=O)CCn2c(=O)oc3ccccc32)cc1
→ -25 | -60
> Oc1ccccc1C1=Nc2nc3ccccc3n2C(c2ccccc2)C1 (stereo not given)
→ 6 | 14
> Cn1c(SCc2nc(-c3ccc(Br)cc3)no2)nnc1-c1ccco1
→ nt | 5
> CCOc1cc(/C=N\NC(=O)c2ccc(NC(=O)C(C)(C)C)cc2)ccc1OC(=O)c1cccc(C)c1
→ nt | -7
> CCn1nnnc1SCC(=O)Nc1ccc(OCc2ccccc2)cc1
→ -77 | -10
> CC(=O)Nc1ccc(S(=O)(=O)N2CCC(NC(=O)C(Cc3cccn3C)NC(C)=O)CC2)cc1 (stereo not given)
→ 2 | ?
> O=C(c1cccc2ccccc12)N1CCN(CC2CC=CCC2)CC1 (stereo not given)
→ -1 | -10
> CO/N=C/NC(=O)c1ccc([N+](=O)[O-])c(CS(=O)(=O)c2ccc(Cl)cc2)c1
→ nt | -16
> CCN1CCCC1CNC(=O)CSc1cc(=O)n(C)c2cc(Cl)ccc12 (stereo not given)
→ -23 | 17
> Cc1cc(NC(=O)CCC2CCCC2)no1
→ -4 | 17
> C1CCC(OCCN2CCN(CCOC3CCCCC3)CC2)CC1
→ -8 | -7
> O=C(CCN1C(=O)CSC1=O)Nc1ccc(Br)cc1
→ nt | -3
> O=C(O)c1ccc(NS(=O)(=O)/C=C/c2ccccc2)cc1O
→ 4 | 8
> Nc1ccc(S(=O)(=O)c2ccc(Cl)cc2)cc1
→ nt | -14
> Cn1c(=O)c2cc(S(=O)(=O)NC(C(=O)NCc3cccnc3)c3ccccc3)ccc2n(C)c1=O (stereo not given)
→ -5 | 3
> Cc1ccc2c(c1)-c1c(ssc1=S)C(C)(C)N2C(=O)CSc1nncn1C
→ -2 | -9
> O=C(NCc1ccco1)c1cnn2c1NC(c1ccc(Br)cc1)CC2C(F)(F)F (stereo not given)
→ -40 | 0
> O=S(=O)(NC1CC2CCC1C2)c1ccc(Br)s1 (stereo not given)
→ -32 | -27
> O=C(Oc1ccc(Br)cc1C(=S)N1CCCC1)c1ccccc1Cl
→ nt | -15
> O=C(Nc1ccccc1)c1ccc(OC(=O)c2cc3ccccc3o2)cc1
→ nt | 67
> CCOC(=O)c1ccc2nc(NC(=O)c3cccs3)sc2c1
→ nt | 12
> Cc1ccc(C)c(SCC(=O)Nc2nnc(-c3ccccc3)o2)c1
→ -4 | nt
> CCOc1ccc(C(=O)OCC(=O)Nc2cc(C)on2)cc1OCC
→ nt | -117

A section from further up:
Under each structure – RT RNaseH block | RmlC RmlD mix
> Cc1ccc(C)c(SCC(=O)Nc2nnc(-c3ccccc3)o2)c1
→ -4 | nt
> CCOc1ccc(C(=O)OCC(=O)Nc2cc(C)on2)cc1OCC
→ nt | -117

Carrying on:
Under each structure – RT RNaseH block | RmlC RmlD mix
> CC(C)NC(=O)c1ccc2c3n(nc2c1)-c1ccc(Cl)cc1CO3
→ nt | -14
> COc1ccc(OC)c(S(=O)(=O)N2CCN(C)CC2)c1
→ 4 | -13
> CCN1CCN(C(=O)C2CC(c3ccc(F)cc3)=NO2)CC1 (stereo not given)
→ -5 | -14
> COc1cc(C2CC(=O)c3cnc(NC(=O)COc4ccccc4)nc3C2)cc(OC)c1OC (stereo not given)
→ 4 | -13
> Nc1c(C(=O)c2ccccc2)oc2ccccc12
→ nt | 5
> CC(=O)N=c1sc(C(C)(C)C)c(C)n1C
→ 3 | 8
> CCOC(=O)CNC(=O)CSc1ncnc2c1cnn2Cc1ccccc1
→ -46 | 7
> N#Cc1ccc(-c2csc(NC(=O)C3CC3)n2)cc1
→ -8 | -1

Shown with bars between the fields: part of the list above
SMILES | RT RNaseH block | RmlC RmlD mix
CCN1CCN(C(=O)C2CC(c3ccc(F)cc3)=NO2)CC1 (stereo not given) | -5 | -14
N#Cc1ccc(-c2csc(NC(=O)C3CC3)n2)cc1 | -8 | -1
COc1cc(C2CC(=O)c3cnc(NC(=O)COc4ccccc4)nc3C2)cc(OC)c1OC (stereo not given) | 4 | -13
